Screening results: PubChem BioAssay, National Center for Advancing Translational Sciences (NCATS)
Shiga inhibitor: inhibitors of Shiga toxin in Vero cells; inhibition, % at 38.7 µM; AID 2315; Vero cells, Shiga toxin protein synthesis inhibition reporter; 290,000 tested, 9.2% active; in the data active means inhibition mostly above about 28%, no sharp cut-off; inactive means mostly below about 43%; further: 0% is about no effect
Pf growth 96h: inhibits malaria parasite growth, 96 h; P. falciparum luciferase reporter growth, 96 h; Potency, µM (series often up to 28.7 µM), for inactives: top-dose activity change, negative = inhibition, most hits filed as inhibitors; 320,000 tested, 6.9% active; further: potency means the concentration at half of the fitted maximal effect; on the % scale 0 is the no-effect control and ±100 the full control effect
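Parasite growth measured via integrated firefly luciferase reporter in P. falciparum. Infected erythrocytes at 2% hematocrit, 0.05% parasitemia final were treated 96 hours at 37 C under 5% CO2, and luminescence was read.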
CHX counter: counter-screen hit for Shiga toxin inhibitors, cycloheximide | 300,000 tested, 12% active | max response, % | cell reporter, cycloheximide protein synthesis inhibition counterscreen | AID 2314; in the data active means max response mostly above about 13%, no sharp cut-off; inactive means mostly below about 14%; further: read at 38.3 µM for the half of the compounds with a filed dose; 0% is about no effect
Pf growth 48h: P. falciparum growth inhibition at 48 hours (one generation); P. falciparum luciferase growth in erythrocytes, 48 h; Potency, µM (highest dose often 28.7 µM), without a hit: at the top dose activity change, negative = inhibition, actives largely listed as inhibitors; 310,000 tested, 5.9% active; AID 504832; further: potency means the concentration at half of the fitted maximal effect; on the % scale 0 is the no-effect control and ±100 the full control effect
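First compound was added to culture medium, then infected red cells at 0.1% parasitemia and 2% hematocrit (final). After incubation at 37 C under 5% CO2, luciferase detection reagent was dispensed and light output recorded.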
Sm TGR inh: S. mansoni TGR enzyme inhibition; Q962Y6; purified TGR, DTNB reduction, TNB absorbance 405 nm; Potency, µM (series often up to 114 µM), for inactives: at the top dose activity change, negative = inhibition, hits mostly inhibitors; 360,000 tested, 3% active; AID 485364; further: potency means the concentration at half of the fitted maximal effect; on the % scale 0 is the no-effect control and ±100 the full control effect; nearly all actives have a fitted effect of over 60% in size
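First, TGR (20 nM dispensed) and NADPH were mixed with compound. Second, a 15 min room-temperature incubation followed. Third, further NADPH and then DTNB were added to start the reaction. Finally, TNB absorbance was monitored kinetically.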
Giardia FBPA inh: blocks Giardia fructose-bisphosphate aldolase activity. A8B2U2. purified Giardia FBPA. Potency, µM (titrated, usually from 59.6 µM), for the others: at the highest dose activity, negative = inhibition, actives largely listed as inhibitors. 290,000 tested, 0.71% active. AID 2451; further: potency means the concentration at half of the fitted maximal effect; on the % scale 0 is the no-effect control and ±100 the full control effect; nearly all actives have a fitted effect of over 55% in size
Target sequence (A8B2U2 whole entry, looked up): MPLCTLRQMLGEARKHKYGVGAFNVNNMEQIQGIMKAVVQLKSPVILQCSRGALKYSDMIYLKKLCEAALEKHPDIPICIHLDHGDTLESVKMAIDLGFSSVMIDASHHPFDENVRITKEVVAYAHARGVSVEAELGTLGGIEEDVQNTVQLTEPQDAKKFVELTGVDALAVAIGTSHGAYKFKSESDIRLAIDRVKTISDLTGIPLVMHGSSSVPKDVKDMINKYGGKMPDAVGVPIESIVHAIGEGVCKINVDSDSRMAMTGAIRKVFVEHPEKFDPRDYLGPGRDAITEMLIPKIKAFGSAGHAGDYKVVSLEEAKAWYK
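40 nM FBPA preincubated 10 min at RT with compound (up to 57.5 uM final), then substrate plus GAPDH/TPI/NAD/arsenate coupling and diaphorase/resazurin added. Fluorescence read after 20 min at RT, 525/598 nm.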
Starred values were filed as active, the others as inactive; ? = inconclusive; / = not tested or not shown; & = joins results of further samples; [ ] = remark or other dose. Unless noted, the call rests on the fitted dose curve; in most records, active means well fitted curve in the direction sought with a large enough effect; inconclusive means small, poorly fitted or top-dose-only effect, or another doubt; inactive means no such curve, though single readings can be large; an effect the other way counts as inactive or inconclusive.

(1) COc1ccc(NC(=O)c2ccc3nccnc3c2)cc1
(2) CN(C)CCNC(=O)c1cc(Br)ccc1Cl
(3) CC1Oc2ccccc2C=C1/C=C1/SC(N2CCOCC2)=NC1=O (configuration not stated)
(4) Cc1ccccc1-n1c(SCC(=O)Nc2ccc3c(c2)OCO3)nnc1-c1ccccn1
(5) Cc1ccc(C2=NC3(CCCCC3)N=C2SCC(=O)Nc2ccc3c(c2)OCCO3)cc1
(6) O=C(N/N=C/C(Cl)=C/c1ccccc1)c1ccccn1
(7) O=C(O)c1ccccc1C(=O)N1CCN(c2cccc(Cl)c2)CC1
(8) COc1ccc(-n2cnc3sccc3c2=O)cc1

assay / compound	1	2	3	4	5	6	7	8
Shiga inhibitor	88*	-12	69	8	7	76*	-5	3
Pf growth 96h	-3%	2%	19%	29%	-5%	?	231%[activator]	26%
CHX counter	37*	-1	5	-2	2	33*	-2	-2
Pf growth 48h	408%[activator]	0%	24%	?	?	-45%	-1%	-2%
Sm TGR inh	-2%	-1%	?	-11%	-4%	/	?	5%
Giardia FBPA inh	-13%	4%	?	6%	-10%	-1%	13%	7%

(9) COc1cc(/C=C2\C=CC(=O)O2)cc(OC)c1
(10) COCCNC(=O)[C@H](C)[C@H]1C[C@]1(C)[C@H](NC(=O)OCc1ccccc1)c1ccccc1
(11) O=[N+]([O-])c1ccc(OCCOCCOc2ccc([N+](=O)[O-])cc2)cc1
(12) CCCCCn1cnc2sc(-c3ccccc3)cc2c1=O
(13) Cc1cc(C)c(S(=O)(=O)NNC(=O)C2CCN(Cc3ccccc3)CC2)c(C)c1
(14) COc1ccc(S(=O)(=O)Nc2cccc(-c3ccc4nncn4n3)c2)cc1F
(15) C/C(=N\NC(=O)c1ccc(C)cc1C)c1ccc2c(c1)Nc1ccccc1S2
(16) O=C(NC(=S)Nc1cccc2cccnc12)c1cccs1

assay / compound	9	10	11	12	13	14	15	16
Shiga inhibitor	19	-13	-4	61*	-10	-3	40*	32
Pf growth 96h	2%	?	138%[activator]	99%[activator]	39%[activator]	?	-13%	19%
CHX counter	18*	-4	-1	47*	-3	-4	30*	-2
Pf growth 48h	/	-11%	11%	188%[activator]	0%	-5%	5%	5%
Sm TGR inh	-10%	1%	-19%	2%	7%	-3%	3%	-4%
Giardia FBPA inh	5%	-3%&5%	1%	4%	4%	-2%	-7%	-2%

Fetched one by one from above, 7 records:
(14) COc1ccc(S(=O)(=O)Nc2cccc(-c3ccc4nncn4n3)c2)cc1F
(13) Cc1cc(C)c(S(=O)(=O)NNC(=O)C2CCN(Cc3ccccc3)CC2)c(C)c1
(12) CCCCCn1cnc2sc(-c3ccccc3)cc2c1=O
(16) O=C(NC(=S)Nc1cccc2cccnc12)c1cccs1
(10) COCCNC(=O)[C@H](C)[C@H]1C[C@]1(C)[C@H](NC(=O)OCc1ccccc1)c1ccccc1
(15) C/C(=N\NC(=O)c1ccc(C)cc1C)c1ccc2c(c1)Nc1ccccc1S2
(9) COc1cc(/C=C2\C=CC(=O)O2)cc(OC)c1

assay / compound	14	13	12	16	10	15	9
Shiga inhibitor	-3	-10	61*	32	-13	40*	19
Pf growth 96h	?	39%[activator]	99%[activator]	19%	?	-13%	2%
CHX counter	-4	-3	47*	-2	-4	30*	18*
Pf growth 48h	-5%	0%	188%[activator]	5%	-11%	5%	/
Sm TGR inh	-3%	7%	2%	-4%	1%	3%	-10%
Giardia FBPA inh	-2%	4%	4%	-2%	-3%&5%	-7%	5%

Later entries.
(17) CCOc1ccc(NC(=O)C2CCCN(C)C2)cc1 (configuration not stated)
(18) CC(C)CC(=O)NC1(C(F)(F)F)C(=O)N(Cc2ccccc2)C2=C1C(=O)CC(C)(C)C2 (configuration not stated)
(19) O=C1CC(c2ccc3c(c2)OCO3)C2=C(CCCC2=O)N1 (configuration not stated)
(20) COc1ccc(NC(=O)c2ccc(CN(c3cc(Cl)ccc3C)S(=O)(=O)c3ccccc3)cc2)cc1OC
(21) COc1ccc(CN2CCNC(=O)C2CC(=O)NC2CCCC2)cc1OC (configuration not stated)
(22) C/C=C/Cn1c(SCc2ccc(Cl)cc2)nc2c1c(=O)[nH]c(=O)n2C
(23) Cc1nnc2n1CCCCC2
(24) CCCCNC(=O)C1c2cc(OC)c(OC)cc2C(=O)N(C)C1c1ccc(OC)cc1 (configuration not stated)

assay / compound	17	18	19	20	21	22	23	24
Shiga inhibitor	-7	-15	-4	-7	-3	35	17	-2
Pf growth 96h	58%[activator]	20%	3%	-5%	?	/	23%	-14%
CHX counter	0	-4	-1	5	-1	-3	0	-2
Pf growth 48h	0%	-5%	1%	?	-15%	?	11%	?
Sm TGR inh	11%	-2%	9%	8%	?	-1%	4%	-24%
Giardia FBPA inh	0%	2%	-1%	-3%	/	6%	-3%	-2%

(25) Cc1nn(-c2cc(N3CCNCC3)ccc2[N+](=O)[O-])c(=O)c2ccccc12
(26) O=C(/C=C/c1ccccc1[N+](=O)[O-])c1ccc(F)cc1
(27) O=C(Cc1ccccc1)NCCS(=O)(=O)N1CCN(c2ccccc2)CC1
(28) Cc1occc1-c1nnc(SCC(=O)c2c(N)n(Cc3ccccc3)c(=O)n(C)c2=O)n1C
(29) CSc1ccc(CN2CCN(C(=O)COc3cccc(C)c3)CC2)cc1
(30) CCCCNCC1C(Oc2ccc(Cl)cc2)C(=O)N1c1ccccc1C (configuration not stated)
(31) CCCOc1ccc(Cc2c(Cl)nc(SC)nc2N(C)C)cc1
(32) CN(CP(=O)(O)CN(C)S(C)(=O)=O)S(C)(=O)=O

assay / compound	25	26	27	28	29	30	31	32
Shiga inhibitor	-5	29	/	-14	13	-8	-11	9
Pf growth 96h	58%[activator]	-3%[5.75 µM]	5%	183%[activator]	-8%	-82%	?	11%
CHX counter	4	14	/	5	-1	-5	0	1
Pf growth 48h	9%	?	11%	?	-2%	15µM*	1%	?
Sm TGR inh	-1%	/	-6%	-17%	5%&8%	-3%	0%	15%
Giardia FBPA inh	3%	0%	/	10%	?	-16%	4%	-5%

(33) COc1cccc2cc(C(=O)N3CC(C)OC(C)C3)c(=O)oc12 (configuration not stated)
(34) CN1CCN(c2nc3c(c(=O)[nH]2)CCC3)CC1
(35) COc1ccc(C(=O)/C=C/c2ccc(F)cc2)c(OC(=O)c2ccc([N+](=O)[O-])cc2)c1
(36) NC(=O)NC(CC(=O)NCCc1ccc(S(N)(=O)=O)cc1)c1ccc(Cl)cc1 (configuration not stated)
(37) O=c1[nH]c2ccc(Cl)cc2c(-c2ccccc2)c1N1CCOCC1
(38) CC(C)N1C(=O)C2C(C(=O)NCc3ccccc3)C3C=CC2(O3)C1C(=O)NC(C)(C)C (configuration not stated)
(39) CC(C)[C@@H](NC(=O)OC(C)(C)C)C(=O)NCC1CCC(C(=O)N[C@@H](Cc2ccccc2)C(=O)O)CC1 (some centres not stated)
(40) CC(=O)N(c1ccccc1)c1nc(C)cc(C)c1C#N

assay / compound	33	34	35	36	37	38	39	40
Shiga inhibitor	/	-14	21	8	-1	12	2	8
Pf growth 96h	4%	-82%	-30%	-3%	6%	?	-4%	3%
CHX counter	-2	-1	23*	-1	-3	-3	-2	-4
Pf growth 48h	0%	0%	0%	31%[activator]	-3%	31%[activator]	-7%	-2%
Sm TGR inh	-12%	0%	-2%	-6%	-21%	6%	0%	-13%
Giardia FBPA inh	20%	1%	-6%	7%	2%	0%	0%	3%

Look-ups from above:
CC(C)[C@@H](NC(=O)OC(C)(C)C)C(=O)NCC1CCC(C(=O)N[C@@H](Cc2ccccc2)C(=O)O)CC1 (some centres not stated) | CHX counter = -2
CN1CCN(c2nc3c(c(=O)[nH]2)CCC3)CC1 | Giardia FBPA inh = 1%
CC(=O)N(c1ccccc1)c1nc(C)cc(C)c1C#N | CHX counter = -4
COc1ccc(C(=O)/C=C/c2ccc(F)cc2)c(OC(=O)c2ccc([N+](=O)[O-])cc2)c1 | Shiga inhibitor = 21

More results:
(41) Cc1ccc(-c2nnc3cccc(Cl)n23)cc1
(42) O=C(COc1cc([N+](=O)[O-])cc2cccnc12)NCCC1=CCCCC1
(43) CCCC(=O)N(CCN(C(=O)CCC)c1ccccc1)c1ccccc1
(44) COc1ccc(C(=O)N2CCN(c3c(C)cccc3C)CC2)cc1OC
(45) COC(=O)c1ccccc1NC(=O)C1CC(c2ccccc2O)=NO1 (configuration not stated)
(46) CC(Oc1ccc(S(=O)(=O)N2CCCC2)cc1[N+](=O)[O-])C(=O)NC1(C#N)CCCCC1 (configuration not stated)
(47) Nc1ccn(CC(=O)N[C@H](CO)Cc2c[nH]c3ccccc23)c(=O)n1
(48) COCCn1c(N)c(C(=S)NC(=O)c2cccs2)c(=O)[nH]c1=O

assay / compound	41	42	43	44	45	46	47	48
Shiga inhibitor	-8	-4	11	-19	10	/	/	33
Pf growth 96h	?	4%	?	?	/	24%	45%[activator]	13%
CHX counter	1	-4	-1	-4	-1	/	/	1
Pf growth 48h	10%	-23%	?	/	?	?	36%[activator]	-6%
Sm TGR inh	-12%	-28%	1%	-18%	2%	-2%	-3%	?
Giardia FBPA inh	0%	-15%	0%	0%	0%	/	/	-15%

Some of the entries so far, with two lines to a compound:
Fields: Shiga inhibitor	Pf growth 96h	CHX counter	Pf growth 48h	Sm TGR inh	Giardia FBPA inh
44	COc1ccc(C(=O)N2CCN(c3c(C)cccc3C)CC2)cc1OC
 : -19	?	-4	/	-18%	0%
45	COC(=O)c1ccccc1NC(=O)C1CC(c2ccccc2O)=NO1 (configuration not stated)
 : 10	/	-1	?	2%	0%

(cont.)
(49) O=C(Cc1c[nH]c2ccccc12)N1CCc2ccccc21
(50) CCOC(=O)c1c(NC(=O)c2ccncc2)sc(C)c1C
(51) CCC(C(=O)NCCc1ccccc1)c1ccccc1 (configuration not stated)
(52) Cc1ccccc1Nc1nnc(SCc2cc(=O)n3ccsc3n2)s1
(53) CCn1c(Cc2ccccc2)nnc1SCC(=O)N1CCCCC1
(54) COc1ccc(NC(=O)CSc2nnc(NC(=O)CN3CCOCC3)s2)cc1
(55) CCCCCNC(=O)C1CC=CCC1C(=O)O (configuration not stated)
(56) O=C(COC(=O)c1ccc(S(=O)(=O)N2CCCC2)cc1)Nc1cccc(Br)c1

assay / compound	49	50	51	52	53	54	55	56
Shiga inhibitor	87*	-13	/	15	11	5	-5	/
Pf growth 96h	10µM*	?	?	17µM*	-4%	?	23%	-16%
CHX counter	30*	-2	-2	16	-2	-3	-2	/
Pf growth 48h	-26%	?	-40%	13µM*	-28%	?	5%	18%
Sm TGR inh	-11%	-17%	1%	-12%	0%	-9%	9%	-1%
Giardia FBPA inh	-15%	0%	11%	-29%	3%	3%	2%	/

(57) CCN(Cc1ccccc1)S(=O)(=O)c1ccc(S(=O)(=O)N2CCN(CCC#N)CC2)cc1
(58) Cc1c(N=Cc2ccc(-c3ccc(Cl)cc3)o2)c(=O)n(-c2ccccc2)n1C
(59) Cc1cccc(NC(=O)c2sc3nc(-c4ccc(F)cc4)cn3c2C)n1
(60) CC(C)=CCN1CCN(Cc2cccn2-c2nccs2)CC1CCO (configuration not stated)
(61) CCc1ccccc1NC(=O)c1cc(C2CC2)on1
(62) Cc1noc2ncnc(N3CCN(c4cccc(Cl)c4)CC3)c12

assay / compound	57	58	59	60	61	62
Shiga inhibitor	-1	11	35	-5	47	-4
Pf growth 96h	?	/	112%[activator]	10µM*	1%	?
CHX counter	-4	-5	51	-1	11*	-8
Pf growth 48h	-23%	14%	14%	-12%	/	?
Sm TGR inh	5%	3%	-11%	16%	4%	7%
Giardia FBPA inh	3%	-2%	-10%	1%	0%	4%
